Screens deposited in PubChem BioAssay by several laboratories.
MrgX1 ag – activates human MrgX1 receptor signaling; MrgX1-HEK293 cells, Fluo-4 calcium fluorescence, agonist mode; hits give high values; B-score at 10 µM; actives 0.44% (n = 310,000); AID 588627;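 active means calcium response B-score plate-corrected fluorescence ratio at least 3 library SD, with starting fluorescence B-score inside 5 SD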
Target sequence (Q96LB2 whole entry, looked up): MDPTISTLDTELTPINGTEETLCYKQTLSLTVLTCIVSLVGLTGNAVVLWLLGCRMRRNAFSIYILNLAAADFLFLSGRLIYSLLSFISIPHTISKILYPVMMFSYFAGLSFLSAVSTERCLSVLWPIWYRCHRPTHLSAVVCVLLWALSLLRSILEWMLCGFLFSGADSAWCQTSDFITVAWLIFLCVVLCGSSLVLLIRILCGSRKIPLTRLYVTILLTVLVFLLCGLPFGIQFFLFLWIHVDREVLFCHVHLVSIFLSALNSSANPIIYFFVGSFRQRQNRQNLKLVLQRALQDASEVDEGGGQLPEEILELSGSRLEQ
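Material – MrgX1-expressing HEK293 cells · Input – 15,000 cells seeded per well · Dosing – compound as first of three additions · Times – overnight seeding, then 1 h dark dye loading · Measured by – kinetic Fluo-4 NW fluorescence of intracellular calcium · Read-out – B-scored fluorescence response ratio · Benchmarks – positive and negative control wells on each plate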
MrgX1 antagonist – antagonists of human MrgX1 receptor. actives 1.3% (n = 310,000). Q96LB2. B-score at 10 µM. MRGX1-HEK293 calcium flux, Fluo-4, BAM8-22 antagonism; hits give low values;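 active means calcium-response B-score plate-corrected more than 3 library SD below zero, starting fluorescence within 5 deviations, no agonist response on first addition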;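 further: peak minus trough fluorescence over baseline after final BAM8-22 challenge near maximal dose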
SKKanGAS inh – blocks kanamycin growth of S. pyogenes SKKanGAS strain; BacTiter-Glo, 6 h; inhibition, % at 7.5 µM; actives 1.3% (n = 300,000); AID 1662;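 active means mean replicate score, as percent of positive control median, at least 50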;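 further: strain carries kanamycin resistance gene driven by streptokinase promoter and grows in 40 µg/ml kanamycin; loss of luminescence reflects streptokinase promoter inhibition or plain growth inhibition; 0% = median of DMSO wells and 100% = positive control at its reference dose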
RGS4 inh – human RGS4 inhibition. P49798. HEK293 M3R/RGS4 inducible, Fluo-4 calcium flux; hits give high values; triggered by carbachol at its EC20. B-score at 10 µM. actives 0.45% (n = 310,000);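 active means B-score, a plate-corrected calcium signal, over three deviations above library mean, with baseline fluorescence within five deviations of library mean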;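 further: RGS4 expression induced by doxycycline in cells with stable M3 receptor; B-score is computed from the integrated fluorescence ratio over baseline after carbachol; higher B-score means a larger calcium signal and so more RGS4 inhibition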
Target sequence (P49798 whole entry, looked up): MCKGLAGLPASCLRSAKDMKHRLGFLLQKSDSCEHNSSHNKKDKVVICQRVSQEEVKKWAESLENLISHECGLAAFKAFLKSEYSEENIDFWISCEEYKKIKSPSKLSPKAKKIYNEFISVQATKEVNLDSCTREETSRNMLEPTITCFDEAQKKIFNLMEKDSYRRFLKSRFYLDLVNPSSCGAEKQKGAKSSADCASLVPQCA
TRPC6 inhibitor – inhibitors of mouse TRPC6 channel; actives 1.1% (n = 310,000); B-score at 10 µM; HEK293-TRPC6, membrane potential dye, ACh-evoked depolarization; hits give low values; Q61143;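 active means B-score under library mean minus 3 SD, initial fluorescence not abnormally high, positive integrated signal ratio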;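 further: B-score derived from integrated fluorescence ratio over the kinetic read; more negative B-score means stronger inhibition of depolarization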
Platelet DG rel – platelet dense granule release activity; human platelet-rich plasma, SFLLRN dense granule ATP release, luminescence; inhibition, %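 (compounds screened at 7.5 µM in platelet-rich plasma)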; actives 0.22% (n = 300,000); AID 1663;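 active means mean replicate score, as percent of positive control, at or above 50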
RGS4 act – RGS4 potentiation or activation | HEK293 M3R/inducible RGS4, carbachol calcium flux Fluo4; hits give low values | B-score at 10 µM | actives 0.92% (n = 310,000);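 active means B-score of the integrated calcium signal more than 4 SD below the library mean, with starting fluorescence not abnormally high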;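 further: negative B-score means reduced calcium response which marks RGS4 activation or potentiation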
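Assay system: HEK293 FlpIn-TREx cells, stable M3R, doxycycline-inducible RGS4 / Probe or stimulus: carbachol, ECmax concentration / Times: overnight RGS4 induction, 30 min dye load 37 °C, 20 min compound RT / Signal: kinetic calcium fluorescence imaging with Fluo4-AM dye, 2 µM / Measure: Agonist-evoked peak-minus-minimum fluorescence over baseline, integrated ratio, B score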
HIF activator – HIF pathway transcriptional activation; U2OS HRE-luciferase reporter, luminescence; normalized: DMSO 0%, desferrioxamine 100%; activation, % at 7.5 µM (by protocol); actives 0.32% (n = 300,000);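 active means mean activation of at least 10% of the iron chelator positive control signal, with at least half of replicates also reaching 10%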
TRPC4 block – blocks the mouse TRPC4 cation channel; actives 0.39% (n = 300,000); HEK293 TRPC4beta/mu-opioid, DAMGO-evoked Fluo4 calcium flux; hits give low values; B-score at 10 µM; AID 2247;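 active means B-score over 3 SD under the library average, no early fluorescence shift, positive overall ratio signal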
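material = TRPC4beta/mu-opioid receptor HEK293 cell line | probe or stimulus = sequential submaximal and maximal DAMGO stimulation | compound dosing = one concentration per compound | measured by = Fluo4 Ca2+ flux fluorescence | evaluation = integrated fluorescence ratio relative to baseline, converted to per-well B score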
TRPC6 activator – activators of mouse TRPC6 channel; Q61143; HEK293-TRPC6 membrane potential dye fluorescence; hits give high values; B-score at 10 µM; actives 0.13% (n = 310,000); AID 2550;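 active means B-score of the integrated fluorescence ratio above library mean plus 3 SD, and starting fluorescence ratio within library mean plus 5 SD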;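 further: higher score means more depolarization so channel activation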
MrgX1 allo act – allosterically activates human MrgX1 receptor signaling; MrgX1-HEK293, Fluo-4 calcium flux, FDSS; hits give high values; B-score at 10 µM; actives 0.63% (n = 310,000);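 active means plate-corrected calcium response at least 3 library SD above typical, normal starting fluorescence, not activating the receptor alone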;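 further: compound read alongside a low EC10 to EC30 dose of BAM8-22 agonist; peak minus trough fluorescence over baseline measured at the second addition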
Starred values were filed as active, the others as inactive; i = inactive; . = no result given.

SMILES	MrgX1 ag	MrgX1 antagonist	SKKanGAS inh	RGS4 inh	TRPC6 inhibitor	Platelet DG rel	RGS4 act	HIF activator	TRPC4 block	TRPC6 activator	MrgX1 allo act
COc1cc(CC(=O)OCC(=O)Nc2cc([N+](=O)[O-])ccc2F)cc(OC)c1OC	i	i	-4.5	i	i	1.2	i	-0.3	i	i	i
O=C(NCCN1C(=O)S/C(=C\c2cccs2)C1=O)[C@H](Cc1ccccc1)N1C(=O)c2ccccc2C1=O	i	-8.4*	5.1	i	i	0.2	i	-1.1	i	i	i
CCC(CC)c1nnc(NC(=O)C2CC(=O)N(CCc3ccc(F)cc3)C2)s1 (stereo not drawn)	i	i	-3.9	i	i	-32.5	i	0.0	i	i	i
O=C(c1ccco1)N1CCN(C(=O)c2ccccc2NS(=O)(=O)c2ccc(F)cc2)CC1	i	i	0.3	i	i	13.3	i	0.1	i	i	i
Fc1cccc(-n2ncc(-c3nnnn3-c3ccccc3)c2C(F)(F)F)c1	i	i	1.2	i	i	-0.1	i	0.1	i	i	i
CCC(Sc1nccn1C)C(=O)Nc1cccc2ccccc12 (stereo not drawn)	i	i	-5.7	i	i	11.1	i	-0.7	i	i	i
C=CCC1=C/C(=C\c2c(N)n3nc(CC(=O)N4CCCC4)sc3nc2=O)C=C(OC)C1=O	i	i	-6.7	i	i	-7.8	i	-0.2	i	i	i
COc1ccc(OC)c(C(=O)c2ccc(C(=O)N3CCN(Cc4csc(C)n4)CC3)cc2)c1	i	i	-5.5	i	i	10.7	i	0.4	i	i	i
Cc1ccc(CNC(=O)c2cc(=O)c3ccccc3o2)cc1	i	i	-2.5	i	i	8.2	i	0.6	i	i	i
CN1CCc2c(sc(/N=C/c3c[nH]c4ccccc34)c2C(N)=O)C1	i	i	7.8	i	i	9.7	i	0.6	i	i	i
CC1CCc2c(nc3ncnn3c2NCCc2ccccc2F)C1 (stereo not drawn)	i	i	0.0	i	i	0.4	i	1.1	i	i	i
COC(=O)c1[nH]nc2c1C(=O)N(Cc1ccccc1)C2=O	i	i	1.5	i	i	-12.8	i	-0.2	i	i	i
O=C(NCCCCCCCCCNC(=O)C(F)(F)F)C(F)(F)F	i	i	-4.8	i	i	4.3	i	-0.8	i	i	i
CCCCn1c(NCc2cccs2)nc2ccccc21	i	i	-5.7	i	i	2.3	i	0.2	i	i	i
COc1ccc(C(=O)NCCNc2nc3cc(C)c(C)cc3cc2C)cc1	i	i	-2.3	i	i	-4.4	i	2.7	i	i	i
CC1CCN(S(=O)(=O)c2cccc(-c3csc(-c4cccnc4)n3)c2)CC1	i	i	-2.8	i	i	-5.5	i	0.1	i	i	i
CCCCNC(=O)c1oc2ccc(S(=O)(=O)N3CCCC3)cc2c1C	i	i	27.2	i	i	0.4	i	0.0	i	i	i
O=C(Nc1nnc(-c2ccc(Cl)cc2)o1)c1cccc(N2C(=O)CCC2=O)c1	i	i	69.5*	i	i	1.0	i	0.0	i	i	i
CCOc1ccc(-n2c(=O)[nH]cc(C(=O)N3CCCc4ccccc43)c2=O)cc1	i	i	-3.9	i	i	-0.5	i	1.4	i	i	i
Cc1ccc(C)c(OCc2cc(C(=O)N3CCN(C(=O)c4ccco4)CC3)no2)c1	i	i	1.7	i	i	6.1	i	3.4	i	i	i
C=CCC(O)(CCN1CCCCC1)c1ccccc1 (stereo not drawn)	i	i	-0.2	i	i	3.8	i	0.5	i	i	i
Oc1ccc(Br)cc1CNc1nccs1	i	i	5.1	i	i	-0.2	i	-0.3	i	i	i
O=C(c1cc2ccccc2oc1=O)N1CCN(c2ccc(N3CCOCC3)nn2)CC1	i	i	-4.5	i	i	0.1	i	-0.1	i	i	i
CN(C)C(CNC(=O)CCc1nc2cc(Cl)ccc2n(Cc2ccccc2)c1=O)c1ccccc1 (stereo not drawn)	i	i	10.6	i	i	8.4	i	-0.1	i	i	i
Fc1ccc(CSc2nnc(-c3cccnc3)n2Cc2ccco2)cc1	i	i	6.5	i	i	0.9	i	0.0	i	i	i
Continued.
SMILES	MrgX1 ag	MrgX1 antagonist	SKKanGAS inh	RGS4 inh	TRPC6 inhibitor	Platelet DG rel	RGS4 act	HIF activator	TRPC4 block	TRPC6 activator	MrgX1 allo act
COc1ccccc1Cn1c(=S)[nH]c2cc(C(=O)NCCN(C)C)ccc2c1=O	i	i	1.1	i	i	-0.3	i	0.6	i	i	i
COc1ccc(C2C(C(C)=O)=C(O)C(=O)N2c2nc3ccccc3s2)cc1OC (stereo not drawn)	i	i	20.4	i	i	-3.2	i	0.8	i	i	i
O=[N+]([O-])c1cccnc1N1CCOCC1	i	i	4.6	i	i	-11.5	i	0.2	i	i	i
CCC(=O)Nc1ccccc1C(=O)N1CCCC1	i	i	-1.1	i	i	-0.1	i	0.0	i	i	i
CC1CCC2C(=O)N(c3ccc(C(=O)NCc4ccccc4)cc3)C(=O)C2C1 (stereo not drawn)	i	i	5.2	i	i	3.7	i	-0.2	i	i	i
Cc1nn(CC(=O)c2ccc(Cl)cc2Cl)c(C)[n+]1N	i	i	-0.2	i	i	-2.3	i	-0.1	i	i	i
COc1cc(C2(O)CCCCC2C)cc(OC)c1OC (stereo not drawn)	i	i	-3.1	i	i	-5.6	i	.	i	i	i
CN1CCN(S(=O)(=O)c2ccc(NC(=S)NC(=O)C3CCCCC3)cc2)CC1	i	i	1.5	i	i	0.3	i	-0.3	i	i	i
COc1ccc(CNS(=O)(=O)c2c(C(=O)N3CCCCCC3)c(C)n(C)c2C)cc1	i	i	-3.9	i	i	-31.9	i	0.1	i	i	i
COC(=O)c1ccc(Cn2cc(/C=C\[N+](=O)[O-])c3ccccc32)o1	i	i	-6.4	5.38*	i	0.0	i	-4.5	i	i	i
O=C1c2cccc3cc([N+](=O)[O-])cc(c23)C(=O)N1CC1CCCO1 (stereo not drawn)	i	i	4.6	i	i	-14.8	i	0.0	i	i	i
CCN1CCN(CC(=O)Nc2ccc3c(c2)OCO3)C(=O)C1=O	i	i	0.7	i	i	-5.6	i	-0.4	i	i	i
CCNc1nc(N)nc(-c2cc(Cl)ccc2OC)n1	i	i	3.5	i	i	-0.7	i	-0.3	i	i	i
COC(=O)c1ccc(NC(=O)CSc2nncc3ccc(OC)c(OC)c23)cc1	i	i	3.8	i	i	7.7	i	0.0	i	i	i
O=C(NCCO)C(=O)Nc1cc2c3c(c1)CCC(=O)N3CCC2	i	i	-1.9	i	i	0.8	i	0.1	i	i	i
O=[N+]([O-])c1ccccc1/C=N/Nc1nnc(-c2ccccc2)c(-c2ccccc2)n1	i	i	6.3	i	i	-3.2	i	-0.2	i	i	i
CC(C)C(=O)NCCSc1c[nH]c2ccccc12	i	i	-1.1	i	i	-0.2	i	0.4	i	i	i
O=C(CCCn1c(=S)[nH]c2ccccc2c1=O)N1CCN(c2cccc(Cl)c2)CC1	i	i	7.9	i	i	-18.0	i	0.2	i	i	i
Cc1ccc(-n2nc(C(=O)O)cc2-c2ccccc2Cl)cc1	i	i	-0.3	i	i	4.3	i	-1.3	i	i	i
COCCCNCCOCCOc1ccccc1-c1ccccc1	i	i	-3.0	i	i	-0.4	i	-0.2	i	i	i
O=C(NC(=S)Nc1cc(C(F)(F)F)ccc1N1CCOCC1)c1sc2ccccc2c1Cl	i	i	-5.0	i	i	17.8	i	0.2	i	i	i
O=C1[C@@H]2Cc3c([nH]c4ccccc34)C(c3ccc([N+](=O)[O-])cc3)N2C(=O)CN1C1CC1 (stereo partly drawn)	i	i	12.9	i	i	-2.5	i	8.6	i	i	i
COc1ccccc1CCNC(=O)C(=O)NCCC1CCCCN1S(=O)(=O)c1ccccc1 (stereo not drawn)	i	i	-0.3	i	i	2.9	i	0.7	i	i	i
COc1ccc(NC(=O)c2oc3ccccc3c2NC(=O)c2ccc3c(c2)OCO3)cc1	i	i	3.4	i	i	2.7	i	4.0	i	i	i
CCN(CC)c1ccc(N=Cc2ccc([N+](=O)[O-])o2)cc1	i	i	19.4	i	i	5.2	i	1.5	i	i	i
Other compounds.
SMILES	MrgX1 ag	MrgX1 antagonist	SKKanGAS inh	RGS4 inh	TRPC6 inhibitor	Platelet DG rel	RGS4 act	HIF activator	TRPC4 block	TRPC6 activator	MrgX1 allo act
CCOC(=O)C(Cc1ccc(O)cc1)NC(=O)CNC(=O)C1CCCN1C(=O)OC(C)(C)C (stereo not drawn)	i	i	5.3	i	i	1.5	i	0.2	i	i	i
COC(=O)c1ccc(OCCN2CCCCCC2)cc1	i	i	-2.8	i	i	3.1	-7.85*	-0.1	i	i	i
CC(=O)Nc1ccc(NC(=O)CNS(=O)(=O)c2ccc(C)cc2)cc1	i	i	-5.8	i	i	-8.3	i	.	i	i	i
CCOC(=O)N1CCN(C(=O)c2ccc3c(c2)sc2nc(-c4ccccc4)cn23)CC1	i	i	14.4	i	i	-7.4	i	3.8	i	i	i
COC(=O)COc1ccc(Oc2cc(C)nc(SC)n2)nn1	i	i	7.5	i	i	10.3	i	-0.2	i	i	i
COc1cccc(-n2c(=S)[nH]c3c(oc4ccccc43)c2=O)c1	i	i	2.9	i	i	1.4	i	1.7	i	i	i
CCOC(=O)c1[nH]ncc1CN1CCCC(C(=O)c2ccc(SC)cc2)C1 (stereo not drawn)	i	i	6.9	i	-5.65*	1.5	i	0.0	i	i	i
CCCCC(O)(CCCC)C(=O)NN(C(=O)c1cccnc1Cl)c1ccccc1	i	i	4.7	i	i	-6.7	i	0.1	i	i	i
O=[N+]([O-])c1ccc(O)c(/C=N/n2cnnc2)c1	i	i	-6.5	i	i	-24.9	i	-0.4	i	i	i
Cc1ccc(N=Cc2cc3c(cc2O)OC(N)=C(C#N)C3c2ccccc2)cc1 (stereo not drawn)	i	-9.79*	4.6	i	i	-9.5	i	0.8	i	i	i
CC(C)OC(=O)c1ccc(S(N)(=O)=O)o1	i	i	-0.5	i	i	3.4	i	0.8	i	i	i
COc1ccc(C(=O)Nc2cc3c(oc2=O)CCCC3=O)cc1	i	i	5.3	i	i	-4.9	i	0.7	i	i	i
COc1ccc(OC)c(-n2nnnc2SCC(=O)Nc2ccc3c(c2)OCCO3)c1	i	i	1.3	i	i	-4.2	i	-0.2	i	i	i
C/C(=N\NC(=O)C1=NNC(=O)C1C)c1cccs1 (stereo not drawn)	i	i	17.3	i	i	2.3	i	0.6	i	i	i
